# ST2 IL33 inh – IL1RL1 inhibition; hit rate 2.3% among 78,000; inhibition, % for hits at 17 µM; AlphaLISA ST2-Fc/biotin-IL-33 interaction, 1 h; in the data active means inhibition above about 30%; inconclusive means mostly about 10% to 28%
# Target sequence (Q01638 whole entry, looked up): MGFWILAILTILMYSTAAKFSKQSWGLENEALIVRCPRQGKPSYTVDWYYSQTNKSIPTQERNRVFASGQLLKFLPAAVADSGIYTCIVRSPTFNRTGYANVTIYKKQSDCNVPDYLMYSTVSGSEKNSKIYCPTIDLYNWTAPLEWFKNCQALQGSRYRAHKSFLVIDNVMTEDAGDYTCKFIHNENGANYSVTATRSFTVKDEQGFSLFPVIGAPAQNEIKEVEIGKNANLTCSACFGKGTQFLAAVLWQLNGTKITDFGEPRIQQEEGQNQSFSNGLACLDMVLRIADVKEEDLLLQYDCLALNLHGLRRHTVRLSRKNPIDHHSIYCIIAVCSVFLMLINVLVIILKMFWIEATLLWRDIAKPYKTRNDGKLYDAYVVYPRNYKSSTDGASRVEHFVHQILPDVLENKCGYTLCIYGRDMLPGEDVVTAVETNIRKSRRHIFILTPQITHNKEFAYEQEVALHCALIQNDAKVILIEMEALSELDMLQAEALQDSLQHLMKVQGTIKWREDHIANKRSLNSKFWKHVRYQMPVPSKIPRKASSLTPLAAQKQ
# An asterisk follows results filed as active; i = inactive; ? = inconclusive. The list is partial. The share of hits here may be higher or lower than overall.
SMILES,ST2 IL33 inh
COc1ccc(CCN2CC(C(=O)NCc3ccncc3C)CCC2=O)cc1 (stereo not given),i
C=CCNCCCOc1ccc(C(C)C)c(C)c1,?
CCOC(=O)c1c(NC(=O)c2ccoc2C)sc2c1CCCC2,?
CCc1ccccc1NC(=O)N1c2ccccc2Sc2ccccc21,?
O[C@@H]1CN(c2nc(-c3ccccc3)no2)CC[C@H]1c1ccc2c(c1)OCO2,?
Nc1nc2n(n1)C(c1ccccc1)CC(c1ccc(Cl)cc1)N2 (stereo not given),?
O=C1NCCc2c1[nH]c1ccc(C#Cc3ccccc3)cc21,i
C=CCc1cc(OC)ccc1OCCOCCn1cnc2ccccc2c1=O,i
O=S(=O)(c1cccs1)n1nnc2ccccc21,i
O=C(NCc1ccc2[nH]c3c(c2c1)CCCC3)c1cc(C2CC2)on1,?
CCc1c(-c2ccccc2)nc2ccccc2c1C(=O)NC(C)C,i
CCSc1nc(CC(=O)NCCN2CCC(O)CC2)cs1,i
Fc1ccc(CN2CCSCC2)cc1Br,?
Cc1ccccc1-c1ncc(CNCCn2nnc3ccccc32)s1,i
Cc1ccc(C2CC(C(F)(F)F)n3nc(C(N)=O)cc3N2)cc1 (stereo not given),i
CC(C)c1nc(C(=O)N2CCCC3(CCNCC3)CC2)cs1,i
CCC(=O)N1CCN=C1SCc1ccccc1Cl,i
COC(=O)c1ccccc1N1C(=O)C2C3c4ccccc4C(C)(c4ccccc43)C2C1=O (stereo not given),?
CCOC(=O)C1CCCN(c2ncnc3c2cnn3-c2ccc(Cl)cc2)C1 (stereo not given),i
COc1ccc(Nc2cc(C)nc(Nc3ccc(NC(=O)Cc4ccccc4)cc3)n2)cc1,?
CCc1nc(C)cn1S(=O)(=O)c1cc(Br)ccc1OC,i
COc1cccc(N2C(=O)C3CCCN3C2c2ccc(F)cc2)c1 (stereo not given),i
c1ccc(-c2csc3ncn4cnnc4c23)cc1,i
Cc1ccc2nc(C(=O)N3CCc4c([nH]c5ccccc45)C3c3ccccn3)cn2c1 (stereo not given),?
CSc1nc2c(c(=O)[nH]1)C(c1ccc(F)cc1)C1=C(CC(C)(C)CC1=O)N2 (stereo not given),i
Nc1cc(NC(=O)C23CC4CC(CC(C4)C2)C3)cc(Oc2ccccc2)c1,i
COc1cc(/C=C2\SC(N)=NC2=O)cc(Br)c1O,i
c1ccc(-c2nc(CN3CCc4[nH]cnc4C3c3ccccn3)cs2)cc1 (stereo not given),i
CS(=O)(=O)N1C[C@@H]2OCC(=O)N(CC3CC3)[C@@H]2C1,?
Clc1cccc(-c2nc3cnccn3c2NC2CCCCC2)c1,i
CCSc1nc2c(c(=O)[nH]1)C(c1ccc(F)cc1)C(C(=O)OC)=C(C)N2 (stereo not given),?
CN(C)C(=O)c1ccc(S(=O)(=O)NCCc2ccc(Cl)cc2)s1,i
Cc1[nH]n(-c2ccccc2)c(=O)c1C=Nc1cccc(N)c1,i
Cc1ccc(Nc2nc(-c3ccc(O)cc3O)cs2)nc1,?
O=c1[nH]c(/C=C/c2ccccc2)nc2sc3c(c12)CCCC3,i
COCC(=O)NC[C@H]1O[C@@H](CC(=O)NCc2ccc(F)cc2)[C@H](O)[C@@H]1O,?
Cc1ccccc1CSCCNC(=O)C1(N)CC1,i
CC(=O)Nc1nc2n(n1)C(c1ccc(Cl)cc1)C=C(C)N2 (stereo not given),i
COc1ccc(C2C(=O)N(C3CCCCC3)CC(=O)N2CCC2=CCCCC2)cc1 (stereo not given),i
CCC/C=C/c1cncc(C(=O)N2CCCCC2)n1,i
COc1cccc(C2C(C(N)=O)=C(C)Nc3nc(SCc4ccccc4)nn32)c1 (stereo not given),?
COc1cc(SC)ccc1C(=O)N1CCCc2ccccc21,?
CCOc1ccc(NS(=O)(=O)c2ccc(NC(C)=O)cc2)cc1,i
Cc1[nH]c2ccccc2c1SCCNC(=O)c1ccccc1C(F)(F)F,i
COc1cc(NC(=O)N[C@H]2CO[C@H]3[C@@H]2OC[C@H]3OC(=O)Nc2cccc(C(C)=O)c2)cc(OC)c1,i
c1ccc2c(c1)OCC(c1csc3ncnc(N4CCCC4)c13)O2 (stereo not given),i
CC(C)c1nc2cc(C(=O)N3CCNC(=O)C3Cc3ccccc3)ccc2o1 (stereo not given),i
CC1(C)CC(=O)C2=C(C1)Nc1cc(C(=O)c3ccccc3)ccc1NC2c1cccc(O)c1 (stereo not given),?
O=C(Nc1ccc(S(=O)(=O)N2CCOCC2)cc1)C(F)(F)F,i
COc1ccc(CN2C(=Nc3ccccc3)S[C@H]3[C@@H]2[C@@H](O)[C@H](O)C[C@@H]3C(N)=O)cc1,i
O=[N+]([O-])c1cccc(-c2nc3sc(-c4cccc([N+](=O)[O-])c4)nc3s2)c1,?
O=C(Nc1ccccc1)Nc1ccc(=O)n2c1[C@@H]1C[C@@H](CN(S(=O)(=O)c3ccccc3)C1)C2,i
O=C1CC(NCc2ccccn2)CN1CCCc1ccccc1 (stereo not given),53.0%*
CN1CCc2nc3sc(C(=O)C(C)(C)C)c(N)c3c(-c3cccs3)c2C1,i
CC(=O)c1c(C)nc(-c2ccccc2)nc1NC(=O)c1ccccc1,i
COc1ccc(N2CCN(CCCNC(=O)c3cccn3-c3nnc(N4CCCCC4)s3)CC2)cc1,31.0%*
CC(C)Oc1cccc(C(=O)Nc2ccc(-c3nc4ncccc4o3)cc2)c1,32.0%*
CCOc1ccccc1CC(=O)N1C[C@H]2C[C@H](O)[C@H](O)C[C@H]2C1,i
COc1ccc2nc(CNC(=O)Cc3nc(C)sc3C)[nH]c2c1,?
O=C(Nc1ccc2c(c1)OCCO2)C1CCN(C(=O)Cc2ccccc2)CC1,i

# Of the compounds above, 10 contain an NH in an aromatic ring.
SMILES,ST2 IL33 inh
O=C1NCCc2c1[nH]c1ccc(C#Cc3ccccc3)cc21,i
O=C(NCc1ccc2[nH]c3c(c2c1)CCCC3)c1cc(C2CC2)on1,?
Cc1ccc2nc(C(=O)N3CCc4c([nH]c5ccccc45)C3c3ccccn3)cn2c1 (stereo not given),?
CSc1nc2c(c(=O)[nH]1)C(c1ccc(F)cc1)C1=C(CC(C)(C)CC1=O)N2 (stereo not given),i
c1ccc(-c2nc(CN3CCc4[nH]cnc4C3c3ccccn3)cs2)cc1 (stereo not given),i
CCSc1nc2c(c(=O)[nH]1)C(c1ccc(F)cc1)C(C(=O)OC)=C(C)N2 (stereo not given),?
Cc1[nH]n(-c2ccccc2)c(=O)c1C=Nc1cccc(N)c1,i
O=c1[nH]c(/C=C/c2ccccc2)nc2sc3c(c12)CCCC3,i
Cc1[nH]c2ccccc2c1SCCNC(=O)c1ccccc1C(F)(F)F,i
COc1ccc2nc(CNC(=O)Cc3nc(C)sc3C)[nH]c2c1,?

# Some of these compounds in order of count of non-hydrogen atoms, falling.
SMILES,ST2 IL33 inh
COc1ccc(N2CCN(CCCNC(=O)c3cccn3-c3nnc(N4CCCCC4)s3)CC2)cc1,31.0%*
COc1ccc(CN2C(=Nc3ccccc3)S[C@H]3[C@@H]2[C@@H](O)[C@H](O)C[C@@H]3C(N)=O)cc1,i
O=C(Nc1ccc2c(c1)OCCO2)C1CCN(C(=O)Cc2ccccc2)CC1,i

# The list goes on:
SMILES,ST2 IL33 inh
CCCCOc1ccc(C(=O)Nc2ccc(-c3nc4ncccc4o3)cc2)cc1,?
Cc1c(N=Cc2ccc([N+](=O)[O-])o2)c(=O)n(-c2ccccc2)n1C,i
Cc1nnc2c(NCC3CCCO3)nc3ccccc3n12 (stereo not given),i
CC(=O)N1CCN=C1SCc1ccccc1C,i
O=C(Nc1ccccc1)O[C@@H]1CO[C@H]2[C@@H]1OC[C@@H]2NCc1ccccc1,?
CC(=O)Nc1ncc(CN2CCC(c3ccccc3)CC2)s1,i
COc1ccc2oc(=Nc3ccc(F)cc3)c(C(=O)Nc3ccccc3)cc2c1,i
O=C(c1cnc(Nc2ccccc2)nc1)N1CCOC(c2ccc(F)cc2)C1 (stereo not given),i
CCCNC(=O)N1CCN(C(=O)NCCC)CC1,?
CC(=O)c1cc(CN2CCN(c3nc(-c4ccccc4)nc4c3CCC4)CC2)cs1,?
CCOC(=O)c1sc2ccc(S(=O)(=O)N3CCCCC3)cc2c1N,i
CCOc1ccccc1OCCCN1CCCC(C)C1 (stereo not given),i
O=C(CCS(=O)(=O)c1cccc2nonc12)Nc1ccc(F)cc1,i
COc1ccc(NC(=O)COc2cc(C)ccc2C)cc1OC,i
O=C(NC1CCCC1)c1ccc2nc3ccc(Cl)cc3c(=O)n2c1,i
Clc1ccc(-c2nnc(-c3cccc(Br)c3)o2)cc1,i
CCN(CC)S(=O)(=O)c1ccc2oc(C(=O)NCc3ccccn3)c(C)c2c1,i
O=C(Nc1ccc(F)cc1F)c1noc2c1CCC2,?
CN1CC2(CCCN(C(=O)c3ccc(Cn4cnnn4)cc3)C2)OC1=O (stereo not given),?
CC(=O)C1=C(O)C(=O)N(c2ccc(O)cc2)C1c1ccc(Cl)cc1 (stereo not given),i
Fc1cnc(N2CCN(c3ccccc3)CC2)nc1N1CCN(c2ccccc2)CC1,?
CCN(CC)C(=O)CSc1nc(C)cc(-c2cccs2)c1C#N,i
C=CCn1c(CCCNC(=O)COc2ccccc2)nc2ccccc21,i
COc1nc(-c2ccccc2Cl)nc2ccccc12,i
Fc1ccc(-c2nc3cnccn3c2NC2CCCCC2)cc1,i
N=C1S/C(=C\c2ccc(O)cc2)C(=O)N1c1ccc(F)cc1,i
Cc1ccc(CNC(=O)C(=O)Nc2nccs2)cc1,i
N#C/C(=C\c1ccc(Cl)cc1)c1nc(C2CC2)cs1,66.0%*
CCn1cc(C(=O)NC2CCCCC2)c(=O)c2cc(S(=O)(=O)N3CCCCCC3)ccc21,i
CCC(=O)Nc1ccc(Nc2nc(C)cc(N(C)C)n2)cc1,?
Cc1cccc(-c2ncc(CNCCCc3ccccc3)cn2)c1,i
CCC(=O)N1CCc2cc(Br)cc(S(=O)(=O)CCC(=O)NCCOC)c21,i
CCC(=O)Nc1nc2ccccc2n1CCN1CCOCC1,i
CCOc1ccc(OC(=O)c2sc3ncn(CC)c(=O)c3c2C)cc1,?
CC(C)C(=O)Nc1ccc(-c2nnc(-c3ccccc3)o2)cc1,i
CCOc1ccc(C(=O)Nc2nc3ccc4nc(C)sc4c3s2)cc1,i
COc1ccccc1-c1nnc(NC(=O)c2ccc(S(=O)(=O)N3CCCCC3)cc2)o1,i
CCCNC(=O)c1nn2c(c1Cl)NC(c1ccc(OC)cc1)CC2C(F)(F)F (stereo not given),i
O=C(CSc1nnc2c(n1)[nH]c1ccccc12)Nc1nc2ccc([N+](=O)[O-])cc2s1,i
COc1ccc(S(=O)(=O)NC[C@H]2O[C@@H](CO)[C@@H](O)[C@H]2N2CCN(c3cccc(C(F)(F)F)c3)CC2)cc1,i
COc1cc(/C=C2/C(=O)NN(c3ccc(C)c(Cl)c3)C2=O)cc(OC)c1OC,i
Cc1ccc(C(=O)Cn2c(Br)nc3c2c(=O)n(C)c(=O)n3C)cc1,i
CCOC(=O)CCCN(Cc1ccc(F)cc1)S(=O)(=O)c1c(C)cc(C)cc1C,i
N/C(=N/OC(=O)N1c2ccccc2Sc2ccccc21)c1cccc([N+](=O)[O-])c1,i
Cc1ccc(SC2CCN(Cc3cc4n(n3)CCNC4)CC2)cc1,i
O=C1Nc2ccccc2NC12CCN(c1ncnc3[nH]ccc13)CC2,?
O=C(c1cnc(Nc2ccccc2)nc1)N1CCCC(CCc2ccc(F)cc2)C1 (stereo not given),i
Cc1nc2c(ccc3nc(NC(=O)c4ccc(C#N)cc4)sc32)s1,35.0%*
O=S(=O)(NC[C@H]1O[C@@H](CO)[C@@H](O)[C@H]1N1CCN(c2ccc(F)cc2)CC1)c1ccccc1,i
Cn1c(C(=O)N2CCN(C(c3ccccc3)c3ccccc3)CC2)cc2c(=O)n3ccccc3nc21,i
O=C(Nc1ccc(Cc2ccc(NC(=O)c3ccco3)cc2)cc1)c1ccco1,i
Cn1c(=O)cc(SCC(=O)NCc2cccnc2)c2ccc(Cl)cc21,i
Cc1cc(C)n2ncc(C(=O)NC3CC(=O)N(C4CCCCCC4)C3)c2n1 (stereo not given),i
NCCCCCCCCCCN,i
COc1ccc(-n2cccn2)c(C2CC(=O)NCc3nc4ccccn4c32)c1 (stereo not given),i
CN1CCC(N2CC[C@@H]3[C@H]2C(=O)NC[C@H](CCC(=O)Nc2ccccc2)N3C)CC1,?
CCc1nc(-c2c(-c3ccccc3)ncn2Cc2ccc(CO)cc2)c(C)[nH]1,i
CCNC(=O)c1cn(CCc2ccccc2)cc(C(=O)N2CCC(c3ccccc3)CC2)c1=O,i
CC1=C(C#N)C(c2ccc3c(c2)OCO3)C2=C(CC(c3ccccc3)CC2=O)N1 (stereo not given),i
COc1ccc(Cn2c(CNC(=O)Cc3cccs3)nc3cccnc32)cc1,?
# Going on with the list:
SMILES,ST2 IL33 inh
CC(C)NC(=O)C1CCC(Cn2c(=O)c3sccc3n(CC(=O)N3CCCCCC3)c2=O)CC1 (stereo not given),i
Cc1cc(C)n(-c2ccc(F)cc2CN2C[C@H](N)C[C@H]2C(=O)NC(C)C)n1,?
O=C1CSC(c2ccc(Br)cc2)N1c1cccc(Cl)c1 (stereo not given),i
CCc1cc2c(=O)c(-c3ccccc3Cl)c(C)oc2cc1O,i
O=C(Nc1nc(-c2ccc(Cl)cc2Cl)cs1)c1ccco1,?
CCCc1[nH]ncc1C(=O)N1CCC2(CCCO2)CC1,i
COc1ccc(N2CCN(Cc3ccc(OC)c(C)c3OC)CC2)cc1,?
CCc1ccc(C2CC(c3ccc(F)cc3)n3nc(N)nc3N2)cc1 (stereo not given),i
CC1(C)CC([N+](=O)[O-])CC(C)(C)N1,i
Cc1csc2ncc(C(=O)Nc3cccc(Cl)c3)c(=O)n12,i
CN(CC(=O)NCC1COc2ccccc2O1)S(=O)(=O)c1ccc2c(c1)CCC(=O)N2 (stereo not given),i
Cc1cc(N2CCCC2)nc(N2CCN(S(C)(=O)=O)CC2)n1,i
O=C(CN1CCc2[nH]nc(-c3ccc(Cl)cc3)c2C1)NCc1ccccn1,i
O=C(NCc1ccccc1Cn1cccn1)c1cnn2c1CCCC2,?
